Source: PubChem BioAssay (National Center for Advancing Translational Sciences (NCATS))
S3 lipid droplet = qHTS Assay for Lipid Storage Modulators in Drosophila S3 Cells. Drosophila S3 cells, BODIPY lipid droplet fluorescence, 18-24 h; cells fed with added oleic acid. lipid storage change, negative = inhibition, % at the top dose, mostly 46.1 µM; hits show Potency in µM. actives 0.64% (n = 320,000). AID 2685, 2010; active = well fitted inhibition curve with a large enough effect in the signal ratio, with a control signal flat, not every such curve was filed as active; inconclusive = small, poorly fitted or top-dose-only effect, or effect the other way, or a change in a side signal; the % refers to the signal ratio
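Drosophila S3 cells loaded with oleic acid (400 uM, as added) and compounds at several concentrations; lipid droplets imaged by 488-nm laser-scanning cytometry, 500–530 nm intensity and object ratio to cell channel. Percent activity normalized to 20 uM Triacsin C.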
S3 lipid droplet cell count max = also measured in S3 lipid droplet; calls as there; cell number change, %; measured here: cell count max response;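 cells counted by Cell Tracker Red CMTPX staining in the red channel; peak over a dose series mostly up to 46.1 µM; percent activity relative to internal control wells on each plate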
The depositor's hits bear a star; i = inactive; u = inconclusive; x = no result given; [ ] = dose if it differs, or a comment. % is scaled to controls: 0 for no effect and ±100 for the full control effect; potency is read from the fitted curve at half-maximal effect. Only part of the results is shown (hit frequency here may not be typical).

SMILES | S3 lipid droplet | S3 lipid droplet cell count max
Cc1ccc(C(=O)NCC(=O)NCC(=O)OCc2ccc(F)cc2)cc1 | u | x
COc1cccc(C(=O)c2cc3ccc(O)cc3oc2=O)c1 | u | x
COc1ccc(CNC(=O)C2=CCN(S(=O)(=O)c3ccc(C)cc3)CC2)cc1 | u | x
Cn1c(N)c(C(=O)c2ccc(Cl)cc2)c(=O)n(C)c1=O | u | x
COc1ccc(NC(=O)/C(Cl)=C(/Cl)S(=O)Cc2ccccc2)cn1 (stereo not drawn) | u | x
CCc1cccc(CC)c1NC(=O)COc1ccccc1C(=O)c1cc(C#N)c(=O)n(C2CCCCC2)c1 | u | x
O=C(N/N=C/c1ccc2ncccc2c1)c1cccc([N+](=O)[O-])c1 | u | x
Cc1ccc(S(=O)(=O)NNC(=S)NCC2CCCO2)cc1 (stereo not drawn) | -8% | 16
CCOc1ccc(/C=N/NC(=O)c2ccc(F)cc2)cc1CN1CC2CC(C1)c1cccc(=O)n1C2 (stereo not drawn) | u | x
COCCn1c(SCC(=O)c2ccc3c(c2)OCCO3)nnc1C(C)C | u | x
COc1cccc(-n2cc(C(=O)O)c3ccccc3c2=O)c1 | u | x
COc1ccc2c(c1)c1nc3ccccc3nc1n2CCn1c(=O)oc2ccccc21 | u | x
CC1(C)CC(c2nc(-c3ccccc3)cs2)CCS1 (stereo not drawn) | u | x
CCOC(=O)C1(CCOc2ccccc2)CCN(Cc2cc(OC)ccc2OC)CC1 | i | 12
O=C1C2ON(c3ccccc3)C(c3ccncc3)C2C(=O)N1c1ccccc1 (stereo not drawn) | u | x
CC(=O)Nc1ccc(-c2ccccc2)s1 | 4% | 4
Cc1ccc(NS(=O)(=O)c2cc3c4c(cccc4c2)C(=O)NC3=O)cc1 | i | x
CC(=O)Nc1cc(C(N)=O)c(Cl)cc1Cl | u | x
CC1=C(C#N)C(NC(=O)c2cccc(Cl)c2)(C(F)(F)F)C(=O)N1 (stereo not drawn) | u | x
CCCCn1c(=O)n(Cc2cccc(F)c2)c(=O)c2c1ncn2Cc1ccco1 | u | x
CN(C)c1ccc(/C=C/C(=O)c2ccc(C(C)(C)C)cc2)cc1[N+](=O)[O-] | u | x
CCCCn1c(SCC(=O)N2CCCCC2)nc2cc(S(N)(=O)=O)ccc21 | u | x
COc1ccc(NC(=O)C(C)N(c2ccc(C)cc2)S(C)(=O)=O)cc1 (stereo not drawn) | u | x
O=C(c1cccs1)N1CCN(S(=O)(=O)Cc2ccccc2)CC1 | 2% | 1
Cc1ccc(NS(=O)(=O)c2cccc(C(=O)N/N=C/c3c(C)nn(-c4ccccc4)c3N3CCCC3)c2)c(C)c1 | u | x
C=CCOc1c(CNc2ncn[nH]2)cccc1OCC | 1% | 9
Cc1nc2sc(C(c3ccc(Cl)cc3)N3CC(C)OC(C)C3)c(O)n2n1 (stereo not drawn) | u | x
CCOC(=O)c1cc(N)cc([N+](=O)[O-])c1 | 4% | -6
CC1CCCCN1C(=O)CN1CCC(c2nc3ccc(Cl)cc3[nH]2)CC1 (stereo not drawn) | u | x
CN(C(=O)CC1C(=O)NCCN1Cc1ccc(F)cc1Cl)C1CCCCC1 (stereo not drawn) | u | x
Cc1cc(C)c(OCC(=O)Nc2ccc(S(=O)(=O)N3CCOCC3)cc2)c(C)c1 | 2.3µM* | 11*
O=C(O)c1ccccc1-c1ccccc1C(=O)NCc1cccc(C(F)(F)F)c1 | 3% | 11
CN(C(=O)CCCN1C(=O)c2cccc3cccc(c23)C1=O)c1ccccc1 | 5% | -4
CCCN1C(=O)/C(=C\c2nc3ccccc3c(=O)[nH]2)c2ccccc21 | u | x
Cc1ccc(/C=C2/Sc3ccc(C(=O)NCc4ccccn4)cc3NC2=O)cc1 | u | x
COC(=O)NNC(=S)NCc1ccccc1 | u | x
CC1CCN(c2c(NCc3ccc(C(=O)NCc4ccco4)cc3)c(=O)c2=O)CC1 | -6% | 8
Clc1cccc(CN2CCCCCCC2)c1Cl | -1% | -15
Cc1ccc(C)c(/C=N/NC(=S)NCCc2ccccc2)c1 | u | x
O=C(CS(=O)(=O)Nc1ccc(F)cc1Cl)Nc1ccc(F)cc1Cl | u | x
CC1=C(C(=O)OC2CCCCC2)C(c2ccco2)C2=C(CC(C)(C)CC2=O)N1 (stereo not drawn) | 11% | -1
C#CCSc1nc(-c2cccs2)ccc1C#N | u | x
CC(C)Cc1nc(SCC(=O)N2CCOCC2)c2c(=O)n(C)c(=O)n(C)c2n1 | u | x
CC(=O)CN1C(=O)NC(c2ccccc2)(c2ccccc2)C1=O | u | x
O=C(Nc1ccc(F)c(Cl)c1)c1cncs1 | 9% | -1
COc1ccc(S(=O)(=O)N2CC(O)CC2C(=O)OCC(=O)Nc2ccc(Cl)cn2)cc1 (stereo not drawn) | u | x
Cc1csc(NC(=O)c2cc3ccccc3o2)n1 | u | x
Cc1ccc(CSc2nc3sc(C)c(C)c3c(=O)n2Cc2ccco2)cc1 | i | 17
Cc1c(C)c2ccc(OC(C)C(=O)NC3CC(C)(C)NC(C)(C)C3)cc2oc1=O (stereo not drawn) | -28% | x
CC(=O)Nc1ccc(C)c(NC(=S)Nc2ccc(F)cc2)c1 | u | x

(continued)
SMILES | S3 lipid droplet | S3 lipid droplet cell count max
CCOCCCNC(=O)c1cn(CC(C)C)c(=O)c2c1c1ccccc1n2C | i | x
CCCCC(=O)NC(=S)Nc1ccccc1C(=O)Nc1ccccc1 | 9% | -11
CC(=O)Nc1cccc(N2C(=O)CC(Cc3ccccc3)C2=O)c1 (stereo not drawn) | 10% | 1
O=C(CSc1ccccc1)NCc1ccccc1 | u | x
CN1CC(=O)N(CCOc2ccccc2)C1=O | u | x
CC1(C)CC(Cc2nc(=S)[nH][nH]2)C(=O)O1 (stereo not drawn) | -17% | x
O=C(O)C1C2C=CC(C2)C1C(=O)Nc1ccc(C(=O)N2CCCCC2)cc1 (stereo not drawn) | u | x
COCCNC(=O)C(c1ccc(C)cc1)N(C(=O)CCC(=O)Nc1ccccn1)c1ccc(C)cc1 (stereo not drawn) | u | x
Cc1ccc2nc(-c3ccc(SCC(=O)Nc4nnc(C)s4)nc3)[nH]c2c1 | u | x
Cc1ccc2c(c1)CCCN2C(=O)c1c(C)noc1C | u | x

Some of the entries above, set out differently.
SMILES	S3 lipid droplet	S3 lipid droplet cell count max
CC(C)Cc1nc(SCC(=O)N2CCOCC2)c2c(=O)n(C)c(=O)n(C)c2n1	u	x
CC(=O)CN1C(=O)NC(c2ccccc2)(c2ccccc2)C1=O	u	x
O=C(Nc1ccc(F)c(Cl)c1)c1cncs1	9%	-1
COc1ccc(S(=O)(=O)N2CC(O)CC2C(=O)OCC(=O)Nc2ccc(Cl)cn2)cc1 (stereo not drawn)	u	x
Cc1csc(NC(=O)c2cc3ccccc3o2)n1	u	x
Cc1ccc(CSc2nc3sc(C)c(C)c3c(=O)n2Cc2ccco2)cc1	i	17
Cc1c(C)c2ccc(OC(C)C(=O)NC3CC(C)(C)NC(C)(C)C3)cc2oc1=O (stereo not drawn)	-28%	x
CC(=O)Nc1ccc(C)c(NC(=S)Nc2ccc(F)cc2)c1	u	x
CCOCCCNC(=O)c1cn(CC(C)C)c(=O)c2c1c1ccccc1n2C	i	x
CCCCC(=O)NC(=S)Nc1ccccc1C(=O)Nc1ccccc1	9%	-11
CC(=O)Nc1cccc(N2C(=O)CC(Cc3ccccc3)C2=O)c1 (stereo not drawn)	10%	1
O=C(CSc1ccccc1)NCc1ccccc1	u	x
CN1CC(=O)N(CCOc2ccccc2)C1=O	u	x
CC1(C)CC(Cc2nc(=S)[nH][nH]2)C(=O)O1 (stereo not drawn)	-17%	x
O=C(O)C1C2C=CC(C2)C1C(=O)Nc1ccc(C(=O)N2CCCCC2)cc1 (stereo not drawn)	u	x

The list goes on.
SMILES | S3 lipid droplet | S3 lipid droplet cell count max
Cc1ccccc1C(=O)NC(NCc1ccco1)C(Cl)(Cl)Cl (stereo not drawn) | u | x
O=c1cc(CN2CCN(S(=O)(=O)c3ccc4c(c3)OCCO4)CC2)c2ccc(O)cc2o1 | u | x
COc1cc2ccccc2cc1C(=O)OCC(=O)c1c(N)n(C)c(=O)n(C)c1=O | -5% | 0
CC(=O)c1ccc(NC(=O)N2CCc3ccccc3C2)cc1 | -3% | 9
COc1ccc(N2CC(C(=O)Nc3nnc(C4CCCCC4)s3)CC2=O)cc1 (stereo not drawn) | u | x
c1ccc2c(c1)oc1c(NCCN3CCOCC3)ncnc12 | 6% | -8
Cc1ccc2cc(CN(CCCN(C)C)C(=O)NCc3ccccc3)c(=O)[nH]c2c1C | 8% | -10
COCCCNC(=O)C1CCN(C(=O)c2oc3cc4sc(N(C)C)nc4cc3c2C)CC1 | u | x
Cc1ccc(C(=O)NNC(=O)c2cc3ccccc3cc2O)cc1 | u | x
CCS(=O)(=O)NCC(c1cccnc1)N1CCN(c2ccccc2)CC1 (stereo not drawn) | u | x

Record cards, from the list above. Values in the order: S3 lipid droplet | S3 lipid droplet cell count max
Cc1ccc(S(=O)(=O)NNC(=S)NCC2CCCO2)cc1 (stereo not drawn) is entered as -8% | 16
Cc1ccc(C(=O)NCC(=O)NCC(=O)OCc2ccc(F)cc2)cc1 is entered as u | x

(listing goes on)
SMILES | S3 lipid droplet | S3 lipid droplet cell count max
CC(C)n1nc(C(=O)Nc2nnc(C3CC3)s2)c2ccccc2c1=O | 2% | 20
CC(OC(=O)c1ccccc1C(=O)N(C)c1ccccc1)C(=O)Nc1ccc(C(N)=O)cc1 (stereo not drawn) | u | x
N#CC(c1ccc(Cl)nn1)c1ccccc1Cl (stereo not drawn) | u | x
O=C(/C=C/c1ccccc1[N+](=O)[O-])Nc1ccccc1 | -12%[9.22 µM] | 1
COc1ccc(CSc2nc(N3CCOCC3)c3c(c2C#N)CC(C)(C)OC3)cc1 | -12% | 2
CCN(CC)CCOC(=O)c1cccc2c1-c1ccccc1C2O (stereo not drawn) | 13% | -2
CCCCCCC(=O)Cc1cc(OC)c(OC)cc1C=C(C(=O)OCC)C(=O)OCC | u | x
CN(C)CCCN1C(=O)c2cc3ccccc3cc2C1=O | u | x
COc1ccc(NC(=O)N2CCCC2C(=O)NC23CC4CC(CC(C4)C2)C3)cc1 (stereo not drawn) | i | 18
NCc1nc(-c2ccc(Cl)cc2)no1 | u | x
CC(=O)c1c(O)cc(C(C)C)n(-c2ccccc2)c1=O | u | x
CCCC(=O)Nc1ccc(C(=O)Nc2nnc(COCC)s2)cc1 | -6% | 1
O=C(NCc1ccco1)C(c1cccs1)N(C(=O)Cc1cccs1)c1ccccc1 (stereo not drawn) | u | x
CC(C)c1ccc(NC(=O)NC(C)c2ccc3c(c2)OCO3)cc1 (stereo not drawn) | u | x
O=C(NCC(c1ccco1)N1CCN(c2ccccc2F)CC1)c1ccco1 (stereo not drawn) | i | x
CC(C)c1nc(SCC(=O)Nc2ccc(N3CCOCC3)cc2)c2ccccc2n1 | u | x
CCOCc1nnc(NC(=O)c2cc(OC)c(OC)c(OC)c2)s1 | u | x
O=C(NCC(c1ccco1)N1CCCCC1)c1ccc(NS(=O)(=O)c2ccc(F)cc2)cc1 (stereo not drawn) | u | x
CN(C)c1ccc(NC(=O)CSc2nnc(-c3ccco3)c(-c3ccco3)n2)cc1 | u | x
CN(C)CCCN(C(=O)c1ccc(Br)s1)c1nc2cc3c(cc2s1)OCO3 | u | x
CCCCNC(=O)CN(c1cccc(Br)c1)S(C)(=O)=O | 2% | -11
O=C(O)C1Cc2ccccc2-c2ccccc2C1 | -13% | -8
Cc1nc2sccn2c(=O)c1S(=O)(=O)NCc1ccccc1Cl | -17% | 13
C#CCOCCOCCOCCNc1nc(N2CCN(C(=O)[C@H](Cc3ccc(O)cc3)n3cc([C@@H](N)CC(C)C)nn3)CC2)nc(N2CCN(C(=O)[C@H](Cc3ccc(O)cc3)n3cc([C@@H](N)CC(C)C)nn3)CC2)n1 | -4% | 4
CNC(=O)c1ccsc1NC(=O)CS(=O)(=O)c1ccc(Cl)cc1 | i | -9
O=C(Nc1nnc(CCc2ccccc2)s1)c1ccccc1 | u | x
O=C(c1cc(-c2ccc(F)cc2)on1)N1CCN(c2ccc(F)cc2)CC1 | u | x
COc1ccc(OC)c(C2C(C(=O)O)c3ccccc3C(=O)N2C)c1 (stereo not drawn) | -4% | 2
Cc1cccc(C)c1NC(=S)NCCc1ccc(O)c(O)c1 | -5% | -7
CCOc1cc(S(=O)(=O)n2ccnc2)ccc1Br | u | x
O=C(OCC(=O)N1CCC(Cc2ccccc2)CC1)c1cc(Cl)ccc1O | 2% | -12
OCCNc1nc(N2CCOCC2)nc(N2CCOCC2)n1 | -7% | -6
COC(=O)c1ccc(C)c(NC(=O)CN(c2ccc3c(c2)OCO3)S(C)(=O)=O)c1 | u | x
CCC(C(=O)Nc1cccnc1)n1c(=O)[nH]c2ccccc2c1=O (stereo not drawn) | 18µM* | -16*
CCN(CC)S(=O)(=O)c1nnc(NC(=O)c2ccco2)s1 | 8% | -7
c1ccc2c(c1)nnn2Cc1nnc2sc(-c3ccncc3)nn12 | 8% | -17
Cc1cccc(OCCC(=O)N(C)CC(=O)Nc2cccc3ccccc23)c1 | 6% | -19
CNC(=O)NC(=O)CSc1nnc(-c2ccco2)n1-c1ccccc1 | u | x
CC(=O)Nc1ccc(NC(=O)Nc2cccc3ccccc23)cc1 | u | x
O=C(N/C(=C\c1ccc(Cl)cc1)C(=O)N1CCOCC1)c1ccco1 | u | x
Cc1noc(C)c1C(=O)Nc1c(F)cc(F)cc1Br | i | x
Cc1cc(CO)nn1-c1ccc([N+](=O)[O-])cc1 | u | x
O=C(Nc1ccccc1Cl)Oc1ccc(-c2ccccc2)cc1 | u | x
NC(=O)c1cc(S(=O)(=O)NCc2ccccc2)cs1 | -11% | 10
CCS(=O)(=O)N1CCCC(C(=O)NC2CCC(C)CC2)C1 (stereo not drawn) | 1% | 3
